RXFP1 antagonist: antagonists of human relaxin receptor RXFP1. HEK293-RXFP1, relaxin-stimulated cAMP HTRF, 30 min; active compounds read low. activity change, negative = inhibition, % at 57.5 µM. 350,000 compounds, 0.59% hits. AID 1259400;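 active = activity change of -60% or lower, but not beyond a set lower limit; inconclusive = change between -60% and -40%, or beyond the set limit; inactive = change above -40%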; note: % is set by controls: 0 for no effect and ±100 for the full control effect
RXFP1 ag: agonists of human relaxin receptor RXFP1. 370,000 compounds, 0.3% hits. HEK293T-RXFP1 cAMP TR-FRET, 30 min; response scale: percent of porcine relaxin response, buffer zero. Q9HBX9. Potency, µM (highest dose often 57.5 µM), without a hit: at the highest dose activation, hits mostly activators; note: potency is the fitted concentration of half-maximal effect; % is set by controls: 0 for no effect and ±100 for the full control effect; nearly all actives have a fitted effect of over 60% in size; many of its hits are not listed in these tables
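HEK293T cells stably expressing RXFP1 were pretreated with the PDE4 inhibitor Ro 20174, exposed to compounds for 30 min at 37C, lysed, and cAMP was read by TR-FRET. Data normalized to buffer (basal) and 29 nM porcine relaxin (100%).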
TRHR enhancer: allosteric enhancers of human TRH receptor. P34981. TRHR cells, fluo-8 calcium fluorescence, EC20 TRH enhancement. enhancement, % at 2 µM. 360,000 compounds, 0.66% hits; in the data active = enhancement above about 30%; note: 0% is about no effect
Target sequence (P34981 whole entry, looked up): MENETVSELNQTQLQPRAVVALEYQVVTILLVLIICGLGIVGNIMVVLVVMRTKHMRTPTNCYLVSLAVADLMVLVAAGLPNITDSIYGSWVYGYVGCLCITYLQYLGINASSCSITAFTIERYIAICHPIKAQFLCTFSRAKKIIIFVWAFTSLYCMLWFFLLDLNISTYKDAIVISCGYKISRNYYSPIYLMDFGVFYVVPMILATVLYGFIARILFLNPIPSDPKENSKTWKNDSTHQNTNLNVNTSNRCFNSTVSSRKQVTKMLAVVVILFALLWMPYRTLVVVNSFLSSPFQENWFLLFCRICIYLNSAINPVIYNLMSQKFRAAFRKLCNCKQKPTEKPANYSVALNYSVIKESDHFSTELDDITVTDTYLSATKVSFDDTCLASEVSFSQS
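TRHR-expressing cells loaded with fluo-8 calcium dye were read kinetically (ex 480/em 530) during compound addition, then stimulated with an EC20 of TRH (10 nM final). Enhancement of the Gq-mediated intracellular calcium response was scored.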
TRHR ag: activates the human TRH receptor. activation, % at 2 µM. AID 493084. P34981. 360,000 compounds, 0.18% hits. TRHR cells, calcium flux fluo-8, FDSS agonist mode; in the data active = activation above about 30%; note: 0% is about no effect
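Fluo-8-loaded TRHR cells; 10 s baseline, compound added, kinetic Ca2+ fluorescence read 1/s, agonist mode.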
D1 agonist: agonists of human D1 dopamine receptor; P21728; HEK293 T-REx D1 cells, calcium flux, agonist mode; activation, % at 2 µM; 360,000 compounds, 1% hits; AID 504660; in the data active = activation above about 30%; note: 0% is about no effect
Target sequence (P21728 whole entry, looked up): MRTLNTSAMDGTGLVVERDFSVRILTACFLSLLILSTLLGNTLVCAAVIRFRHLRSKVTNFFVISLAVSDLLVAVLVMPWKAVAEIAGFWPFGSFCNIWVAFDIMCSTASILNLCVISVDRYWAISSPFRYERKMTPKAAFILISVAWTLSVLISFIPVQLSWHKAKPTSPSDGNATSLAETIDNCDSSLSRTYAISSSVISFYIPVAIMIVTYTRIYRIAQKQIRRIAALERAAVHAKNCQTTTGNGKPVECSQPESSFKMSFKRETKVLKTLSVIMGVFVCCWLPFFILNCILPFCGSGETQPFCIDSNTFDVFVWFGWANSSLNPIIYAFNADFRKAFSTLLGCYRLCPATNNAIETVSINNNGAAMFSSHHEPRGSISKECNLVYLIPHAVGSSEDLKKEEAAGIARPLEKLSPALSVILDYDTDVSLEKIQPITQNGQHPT
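Inducible HEK293 T-REx D1 cells, force-coupled to calcium signalling, were plated at 4000 cells/well with tetracycline and held overnight at 30 C. After no-wash calcium dye loading, compound-evoked calcium rise over 180 s flagged agonists.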
D1 antag: human D1 dopamine receptor antagonism | P21728 | HEK293 TREx D1 cells, calcium flux, dopamine EC80; active compounds read low | activity change, negative = inhibition, % at 10 µM | 360,000 compounds, 3.2% hits; in the data active = activity change below about -30%; note: % is set by controls: 0 for no effect and ±100 for the full control effect
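Using tetracycline-induced force-coupled D1 Hek293 cells and a calcium dye, signals were followed for 180 s after compound, then for 180 s after EC80 dopamine, to detect inhibitors.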
D2 potentiator: positively modulates the human D2 dopamine receptor allosterically; HEK293 T-REx D2, calcium flux, EC20 dopamine potentiation; potentiation, % at 10 µM; 340,000 compounds, 0.34% hits;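 active = potentiation over 3 SD above the plate norm, cut at about 30% in these data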; note: 0% is about no effect
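Primary screen. Calcium kinetics in induced HEK293 T-REx D2 cells: compound pre-addition 180 s, EC20 dopamine, 180 s more.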
D1 potentiator: enhances dopamine response at the human D1 receptor. AID 504651. P21728. 360,000 compounds, 0.036% hits. potentiation, % at 10 µM. HEK293 TREx D1 cells, calcium flux, dopamine EC20 potentiation; in the data active = potentiation above about 30%; note: 0% is about no effect
Apoferritin bind: binds horse apoferritin like a general anesthetic. P02791. apoferritin/1-aminoanthracene competitive binding, fluorescence. Potency, µM (top dose mostly 77.5 µM), inactives show at the top dose activity change, negative = displacement, actives largely listed as inhibitors. 350,000 compounds, 0.074% hits; note: potency is the fitted concentration of half-maximal effect; % is set by controls: 0 for no effect and ±100 for the full control effect; nearly all actives have a fitted effect of over 20% in size
Target sequence (P02791 2-175 limits assumed): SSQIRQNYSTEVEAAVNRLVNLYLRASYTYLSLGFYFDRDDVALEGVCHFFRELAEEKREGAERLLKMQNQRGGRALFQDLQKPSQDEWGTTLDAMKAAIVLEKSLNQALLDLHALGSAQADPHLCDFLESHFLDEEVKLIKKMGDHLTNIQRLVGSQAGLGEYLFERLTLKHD
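In PBS, apoferritin at 10 uM is loaded with 1-AMA from a 50% saturated solution. After 10 min of compound exposure at ambient temperature, reduced 535 nm fluorescence indicates probe displacement.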
* = called active by the depositor; ? = inconclusive; nt = not tested or not shown; & = joins results of further samples; [ ] = remark or other dose. Unless noted, calls come from the whole dose curve; as a rule, active = well fitted curve in the direction sought with a large enough effect; inconclusive = small, poorly fitted or top-dose-only effect, or another doubt; inactive = no such curve, though single readings can be large; an effect the other way counts as inactive or inconclusive. This is a subset. The share of hits here may be higher or lower than overall.

The opening 9 entries, ahead of the listing:
SMILES	RXFP1 antagonist	RXFP1 ag	TRHR enhancer	TRHR ag	D1 agonist	D1 antag	D2 potentiator	D1 potentiator	Apoferritin bind
COCCN(C(=O)CSc1nnc(-c2ccc(Cl)cc2)o1)c1c(N)n(CC(C)C)c(=O)[nH]c1=O	-17	2.1%	-2	0.0	3	18	10	-4	-2%
O=C(CN1C(=O)C2CCCCC2C1=O)Nc1ccc(OC(F)F)c(Cl)c1 (centres undefined)	4	-0.6%	6	1.2	1	-32*	21	-2	nt
Cc1ccc(-c2nc3ncccc3o2)cc1NC(=O)Cc1ccc(Cl)cc1	-3	0.1%	3	-0.5	-2	1	31*	0	30%[activator]
CCCN(CC(=O)Nc1ccc(F)c(F)c1F)C(=O)Cn1c(=O)cnc2ccccc21	-13	0.7%	-2	-0.1	0	10	0	-8	nt
CCN(CC)C(=O)c1cccc(NC(=O)c2cc(C3CC3)nc3c2cnn3C(C)C)c1	4	2.6%	-21	-0.9	2	-1	-13	-6	nt
CC(C)N(CC(N)=O)c1ccc(S(=O)(=O)N2CCCC2)cn1	-2	0.0%	3	-0.1	3	-10	-5	nt	nt
O=C(CSc1nnc(C2CCCCC2)n1-c1ccccc1)NCc1ccco1	-6	0.4%	0	-1.1	2	5	-2	-4	-18%
Cc1ccc(S(=O)(=O)N2CCCOC2CNC(=O)C(=O)NCc2ccccc2C)cc1 (centres undefined)	-10	1.7%	0	-0.2	5	0	12	4	-14%
O=C1CN(C(=O)c2ccc(S(=O)(=O)N3CCCCC3)cc2)C(c2ccc(F)cc2)c2cc(Br)ccc2N1 (centres undefined)	-14	0.4%	-2	1.6	4	5	12	1	-9%

The listing, previewed entries included:
SMILES	RXFP1 antagonist	RXFP1 ag	TRHR enhancer	TRHR ag	D1 agonist	D1 antag	D2 potentiator	D1 potentiator	Apoferritin bind
COCCN(C(=O)CSc1nnc(-c2ccc(Cl)cc2)o1)c1c(N)n(CC(C)C)c(=O)[nH]c1=O	-17	2.1%	-2	0.0	3	18	10	-4	-2%
O=C(CN1C(=O)C2CCCCC2C1=O)Nc1ccc(OC(F)F)c(Cl)c1 (centres undefined)	4	-0.6%	6	1.2	1	-32*	21	-2	nt
Cc1ccc(-c2nc3ncccc3o2)cc1NC(=O)Cc1ccc(Cl)cc1	-3	0.1%	3	-0.5	-2	1	31*	0	30%[activator]
CCCN(CC(=O)Nc1ccc(F)c(F)c1F)C(=O)Cn1c(=O)cnc2ccccc21	-13	0.7%	-2	-0.1	0	10	0	-8	nt
CCN(CC)C(=O)c1cccc(NC(=O)c2cc(C3CC3)nc3c2cnn3C(C)C)c1	4	2.6%	-21	-0.9	2	-1	-13	-6	nt
CC(C)N(CC(N)=O)c1ccc(S(=O)(=O)N2CCCC2)cn1	-2	0.0%	3	-0.1	3	-10	-5	nt	nt
O=C(CSc1nnc(C2CCCCC2)n1-c1ccccc1)NCc1ccco1	-6	0.4%	0	-1.1	2	5	-2	-4	-18%
Cc1ccc(S(=O)(=O)N2CCCOC2CNC(=O)C(=O)NCc2ccccc2C)cc1 (centres undefined)	-10	1.7%	0	-0.2	5	0	12	4	-14%
O=C1CN(C(=O)c2ccc(S(=O)(=O)N3CCCCC3)cc2)C(c2ccc(F)cc2)c2cc(Br)ccc2N1 (centres undefined)	-14	0.4%	-2	1.6	4	5	12	1	-9%
COc1ccc(NC(=O)Cn2c(CCC(=O)O)ccc2-c2ccccc2)cc1	-2	-0.1%	1	-0.2	2	3	15	-3	-6%
c1ccc2c(c1)ncn2CCN1CCCCC1	3	0.6%	1	0.3	3	-71*	0	-16	-11%
O=C1CC(c2ccccc2)NN1 (centres undefined)	nt	0.1%	1	-0.2	2	-11	-14	4	nt
CCOC(=O)C1CCCCN1Cc1ccc(OC)c(OC)c1 (centres undefined)	-20	0.7%	0	0.8	0	-5	-8	0	-8%
Cc1c(Cl)c([N+](=O)[O-])nn1CC(=O)N1CCCC1	7	-0.6%	2	0.6	2	1	-2	-2	6%
CCOC(=O)C1=C(C)Nc2nc(SCC(=O)OC)nn2C1c1cc(F)cc(F)c1 (centres undefined)	-17&-1	0.0%	1	-0.7	1	0	10	-5	-10%
CCOC(=O)c1c(C)sc(-c2c(-c3ccc4c(c3)OCCO4)[nH]c3c2c(=O)n(C)c(=O)n3C)c1O	-27	3.5%	5	-1.1	-2	-14	4	-1	6%
O=C(c1ccc(N2CCOCC2)cc1)N1CCCC(Nc2ccccc2)C1 (centres undefined)	9	-1.3%	-1	-0.2	0	-23	7	-8	-4%
COc1cc(NC(=O)COC(=O)Cc2ccsc2)cc(OC)c1	-1	3.2%	-5	-1.5	4	-11	-12	-3	nt
CCS(=O)(=O)N1CCC(NC(=O)C(Cc2ccc(OC)c(OC)c2)NC(C)=O)CC1 (centres undefined)	-1	0.1%	4	-0.1	-1	2	4	-1	-7%
CCOC(=O)/C(N=Nc1sc(C(=O)OCC)c(C)c1C(=O)OCC)=C(\C)O	nt	2.5%	-1	0.1	3	9	-3	-3	-9%
CCOC(=O)C(=Cc1ccccc1OC)C(=O)OCC	-6	0.4%	3	-0.7	4	12	24	-4	-7%
CCc1c(O)nc(SCC(=O)Nc2ccccc2OC)[nH]c1=O	-9	1.4%	-3	0.2	0	10	-4	-6	-22%
Cc1ccc(NC(=O)C(=O)NCCOc2ccccc2Cl)cc1	-4	0.4%	-3	-0.1	4	1	-7	-1	1%
CC(Oc1ccc2c(c1)oc(=O)c1ccccc12)C(=O)NCCN1CCOCC1 (centres undefined)	-20	0.1%	4	0.3	2	-1	-10	-1	1%
Cc1nc(N2CCN(S(=O)(=O)c3ccc(F)cc3)CC2)c2c(C)c(C)sc2n1	14	6.1%	3	1.0	5	7	-6	-4	-6%
COC(=O)c1ccc(NC(=O)CC2C(=O)N(c3ccccc3)C(=O)N2C2CCCC2)cc1 (centres undefined)	1	-0.1%	-6	0.0	3	0	-6	-1	6%
Cc1ccc(-c2nnc(CSc3nnc(COc4cccc5ccccc45)n3-c3ccccc3)o2)cc1	nt	2.2%	12	1.3	2	5	11	-4	37%[activator]
Cc1ccc(S(=O)(=O)N(Cc2nccn2C)C(C)C)cc1	10	2.8%	-1	-0.5	3	4	1	-1	-9%
Cc1ccc(OCCn2cc(/C=C(\C#N)C(=O)NCC3CCCO3)c3ccccc32)cc1C (centres undefined)	11	2.6%	0	1.5	4	12	-6	-6	-22%
COc1ccc(-c2cc(C(=O)Nc3cc(Cl)ccc3O)no2)cc1	3	0.6%	-1	-0.1	2	-3	-4	0	3%
CCCNC(=O)C1CC(=O)N(c2ccc(OCC(=O)Nc3cc(C)cc(C)c3)cc2)C1 (centres undefined)	-2	0.1%	6	-0.6	1	15	-2	-4	8%
COc1ccc(C2c3c(-c4ccc(F)cc4)n[nH]c3C(=O)N2c2ccccc2)cc1OC (centres undefined)	-21	6.8%	1	-0.2	5	3	-11	-2	?
CC(C)(CNC(=O)c1ccc(-c2cccc(C(F)(F)F)c2)o1)N1CCOCC1	-22	3.5%	0	-0.5	3	11	9	-7	nt
O=c1[nH]c2ccccc2nc1C(Cl)c1ccccc1 (centres undefined)	nt	-2.1%	0	0.7	0	6	-1	-5	1%
CCOC(=O)c1cc2cc3ccccc3cc2oc1=O	-4	0.5%	-5	-1.2	2	-23	-1	-5	-5%
CC(C)COC(=O)N1C[C@H](O)C[C@H]1C(=O)Nc1ccc(Cl)cc1	2	0.0%	-2	0.8	1	9	0	-2	1%
COc1ccc(NC(=O)c2ccc(F)c(F)c2)c2ccccc12	-12	-4.3%	1	-0.1	1	11	3	1	-12%
COc1ccc(C(=O)c2c(N)c(-c3nc(-c4ccc(OC)cc4)cs3)c3ccccn23)cc1	3	2.9%	1	1.5	3	8	-3	-2	-3%
COc1ccc(C)cc1-n1c(SCC(=O)Nc2cc(C)on2)nc2sc(C)c(C)c2c1=O	12	3.5%	-4	0.2	3	1	17	1	-23%
COc1cccc(C(=O)N2CCN(c3ccccn3)CC2)c1	-17	-2.5%	0	-0.2	0	-6	-18	3	-7%
COc1ccc(-c2cc3c(=O)n(CC(=O)NCCCc4ccccc4)ncn3n2)cc1	5	27%	8	0.6	1	2	-8	-4	-9%
CC(NC(=O)C(=O)NN=C1CCCCCCCCCCC1)c1ccccc1 (centres undefined)	12	1.1%	-2	-0.2	-1	7	1	-2	-16%
Cc1ccc(S(=O)(=O)N2CCC(=O)N(C(CO)C(C)C)CC2)cc1 (centres undefined)	nt	-1.4%	4	-0.5	-1	6	3	-2	-5%
O=C(CNC(=O)c1ccccc1)Oc1ccc([N+](=O)[O-])cc1	-13	0.2%	-5	0.1	3	-6	20	10	-8%
C/C(=N\NC(=O)c1nnn(-c2nonc2N)c1-c1ccccc1)c1cccnc1	-1	-1.4%	-5	0.0	4	-7	-10	-2	-3%
CCOP(=O)(Cc1ccc(C(C)(C)CC(C)=O)o1)OCC	7	0.4%	-2	0.0	2	-23	-6	-9	-1%
Cc1cc(=O)oc2cc(OCC(=O)N3CCN(c4ccccc4)CC3)c(Cl)cc12	-13	4.6%	6	-0.2	-1	2	-8	-8	-10%
Cc1noc(C)c1CN(C(=S)NC1CC2CCC1C2)c1ccccc1 (centres undefined)	-24	2.5%	-4	0.5	5	-23	6	-2	3%
O=C(COc1ccccc1Cl)NCCCNC(=O)c1ccncc1	-7	3.2%	2	1.0	0	-29	-4	-7	3%
Cc1cc(C)c(S(=O)(=O)Nc2ccccc2-c2ccccc2)c(C)c1	-15	0.4%	-7	-1.0	8	1	2	5	9%

The listing continues:
SMILES	RXFP1 antagonist	RXFP1 ag	TRHR enhancer	TRHR ag	D1 agonist	D1 antag	D2 potentiator	D1 potentiator	Apoferritin bind
CN(c1ccc(F)cc1)S(=O)(=O)c1ccc(Cl)c(C(=O)Nc2ccc3c(c2)CCC3)c1	-5	0.1%	1	1.3	2	-11	-3	-4	-7%
O=C(NC1CCCc2c1cnn2-c1ccc(F)cc1F)c1ccccc1N1CCOCC1 (centres undefined)	4	-0.9%	-12	-1.8	8	-11	-4	2	-9%
CC(=O)Nc1cccc(C(=O)OC(C)C(=O)NCc2ccc3c(c2)OCO3)c1 (centres undefined)	-7	0.3%	2	0.1	1	0	-1	-2	nt
COc1ccc(CNC(=O)CN(C(=O)c2csnn2)c2cccc(C(C)=O)c2)cc1	-10	1.6%	-6	-0.3	0	-1	7	-2	5%
COc1ccc(CCNC(=O)COC(=O)Cn2cnc3c2c(=O)n(C)c(=O)n3C)cc1	-10	11%	-1	0.3	0	14	1	2	nt
CCOc1ccc2nc(N3CCCC(C(=O)NCCCN4CC(C)CC(C)C4)C3)sc2c1 (centres undefined)	-6	-0.8%	-5	2.7	15	-1	-16	-7	-10%
